Vif-APOBEC3G blk: blocks the Vif interaction with human APOBEC3G; AID 602310; Potency, µM (titrated, usually from 46.1 µM), inactives show at the highest dose activity, negative = active, hits mostly inhibitors; HeLa A3G-eYFP + Vif (tagged APOBEC3G with the HIV-1 protein that degrades it), YFP fluorescence, overnight; actives 0.076% (n = 410,000); Q9HC16;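 also: potency is read from the fitted curve at half-maximal effect; % is scaled to controls: 0 for no effect and ±100 for the full control effect; nearly all actives have a fitted effect of over 60% in size; hits raise eYFP signal because A3G escapes Vif-driven loss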
Target sequence (Q9HC16 whole entry, looked up): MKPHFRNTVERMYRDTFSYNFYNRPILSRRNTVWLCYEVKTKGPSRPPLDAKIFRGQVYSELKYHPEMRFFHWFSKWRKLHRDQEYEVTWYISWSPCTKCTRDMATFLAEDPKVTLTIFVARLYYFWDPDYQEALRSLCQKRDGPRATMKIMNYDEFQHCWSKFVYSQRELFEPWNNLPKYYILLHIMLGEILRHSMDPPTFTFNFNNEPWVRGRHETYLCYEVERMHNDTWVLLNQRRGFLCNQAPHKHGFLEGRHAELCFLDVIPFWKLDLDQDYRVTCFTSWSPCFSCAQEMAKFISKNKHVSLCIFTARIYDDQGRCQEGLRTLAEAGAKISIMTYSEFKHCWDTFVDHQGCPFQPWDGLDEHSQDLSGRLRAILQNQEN
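Read-out is eYFP fluorescence (Ex 488/Em 500-530) from Vif-expressing HeLa A3G-eYFP cells; more signal means A3G escaped Vif-mediated degradation. Cells plated overnight, compound pinned in, incubated overnight at 37 deg C.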
IDH1 R132H inh: blocks human mutant IDH1 R132H enzyme; O75874; IDH1-R132H enzyme, NADPH consumption, diaphorase/resazurin fluorescence; Potency, µM (series often up to 76.6 µM), for the others: at the top dose activity change, negative = inhibition, most hits filed as inhibitors; actives 0.093% (n = 390,000); AID 602179; also: potency is read from the fitted curve at half-maximal effect; % is scaled to controls: 0 for no effect and ±100 for the full control effect; nearly all actives have a fitted effect of over 65% in size
Target sequence (O75874 whole entry R132H, stated change not applied): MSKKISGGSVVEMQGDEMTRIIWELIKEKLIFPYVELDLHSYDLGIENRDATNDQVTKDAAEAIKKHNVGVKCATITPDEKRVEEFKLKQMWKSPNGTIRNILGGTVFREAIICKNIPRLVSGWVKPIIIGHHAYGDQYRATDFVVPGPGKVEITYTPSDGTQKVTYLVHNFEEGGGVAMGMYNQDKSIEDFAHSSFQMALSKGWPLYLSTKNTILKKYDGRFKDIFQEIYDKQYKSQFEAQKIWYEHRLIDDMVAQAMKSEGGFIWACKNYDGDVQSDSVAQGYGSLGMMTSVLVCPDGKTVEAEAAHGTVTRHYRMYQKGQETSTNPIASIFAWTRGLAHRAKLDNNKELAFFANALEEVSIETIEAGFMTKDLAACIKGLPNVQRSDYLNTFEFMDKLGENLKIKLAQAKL
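IDH1-R132H (0.5 ug/mL dispensed) in pH 7.5 Tris buffer was preincubated 30 min with compound, then given a substrate mix of 0.016 mM NADPH and 2 mM alpha-KG for 80 min at room temperature; remaining NADPH was read by diaphorase/resazurin fluorescence.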
GRP78 ERSR act: ER stress response induction in glioma; U87-MG GRP78 promoter luciferase reporter, 16 h; Potency, µM, for inactives: top-dose activation, actives largely listed as activators; actives 0.02% (n = 420,000); AID 602332; also: potency is read from the fitted curve at half-maximal effect; series mostly up to about 76 µM; % of control where 0% means no effect; nearly all actives have a fitted effect of over 35% in size
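Stably transfected U87-MG glioma cells carrying a GRP78-based luciferase sensor; 16 h compound incubation. Luminescence end-point read 10 min after Bright-Glo addition at room temperature.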
Vif-APOBEC3F blk: Vif-A3F binding inhibition. HeLa A3F-eYFP + Vif (tagged APOBEC3F with the HIV-1 protein that degrades it), YFP fluorescence increase. Potency, µM (titrated, usually from 46.1 µM), without a hit: at the top dose activity, negative = active. actives 0.2% (n = 390,000). AID 602313; also: potency is read from the fitted curve at half-maximal effect; % of control where 0% means no effect; nearly all actives have a fitted effect of over 65% in size
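Fluorescence increase (Ex 488/Em 500-530) after overnight compound treatment at 37 deg C flags inhibition of Vif-driven A3F-eYFP loss in stable HeLa A3F-eYFP/Vif cells seeded overnight beforehand.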
LDHA inh: blocks human lactate dehydrogenase A. actives 0.15% (n = 480,000). activity change, % (values are at about 110 or 230 µM). purified LDHA, NADH/diaphorase-resazurin fluorescence; active compounds read low. AID 1347041; in the data active = activity change below about -30%; inconclusive = mostly about -25% to -30%;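 also: plate controls were DMSO wells for no effect and wells without enzyme for full effect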
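Human LDH5 at 2 nM final in Tris HCl pH 7.4 with 0.06 mM NADH and 0.2 mM pyruvate, reacted 5 minutes at room temperature. Remaining NADH coupled via diaphorase/resazurin; resorufin fluorescence read at 0 and 20 minutes, normalized to enzyme-free and DMSO wells.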
USP1 inh: blocks the human USP1/UAF1 deubiquitinase complex; actives 0.23% (n = 390,000); Potency, µM (doses to about 57.1 µM), for inactives: at the highest dose activity change, negative = inhibition, most hits filed as inhibitors; recombinant USP1/UAF1, Ub-Rhodamine cleavage fluorescence; also: potency is read from the fitted curve at half-maximal effect; % is scaled to controls: 0 for no effect and ±100 for the full control effect; nearly all actives have a fitted effect of over 60% in size; inactives centre near -12
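USP1/UAF1 complex (1 nM) preincubated 15 min at room temperature with compound, then Ub-Rho substrate (150 nM final) added. Kinetic fluorescence at 480/540 nm over 6 reads at 60 s intervals; 50 mM HEPES pH 7.8, 0.5 mM EDTA, 0.1 mg/ml BSA, 1 mM TCEP, 0.01% Tween-20.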
TrxR1 substrate: rat thioredoxin reductase 1 substrate activity | O89049 | purified TrxR1 substrate turnover, NADPH consumption readout | Potency, µM (highest dose often 114 µM), for the others: at the top dose activity change, negative = substrate turnover | actives 0.01% (n = 390,000) | AID 588456; also: potency is read from the fitted curve at half-maximal effect; % is scaled to controls: 0 for no effect and ±100 for the full control effect; nearly all actives have a fitted effect of over 50% in size
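Rat TrxR1, dispensed at 90 nM, was prereduced with 400 uM NADPH (final) for 5 min at ~22 deg C, then incubated with compound 15 min before 400 uM selenite. A first-read NADPH fluorescence drop versus no-compound background flagged substrates.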
RGS4 inhibitor: blocks human RGS4-accelerated GTP hydrolysis | P49798 | AID 504845 | actives 0.039% (n = 390,000) | Transcreener GDP fluorescence polarization, RGS4-accelerated GTP hydrolysis | Potency, µM (doses to about 114 µM), inactives show top-dose activity change, negative = inhibition, hits mostly inhibitors; also: potency is read from the fitted curve at half-maximal effect; % is scaled to controls: 0 for no effect and ±100 for the full control effect; nearly all actives have a fitted effect of over 75% in size; some results filed as inactive show a strong effect at the top dose
Target sequence (P49798 whole entry, looked up): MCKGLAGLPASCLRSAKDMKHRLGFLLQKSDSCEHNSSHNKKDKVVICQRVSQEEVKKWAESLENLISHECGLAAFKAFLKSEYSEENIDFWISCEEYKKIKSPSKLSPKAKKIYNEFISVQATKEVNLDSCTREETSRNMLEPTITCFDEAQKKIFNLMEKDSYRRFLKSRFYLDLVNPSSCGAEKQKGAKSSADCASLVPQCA
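MLSMR compounds (23 nl, pin-transferred) preincubated 10 min at room temperature with a 500nM (2x) first reagent, then RGS4 at 900nM (2x) plus Transcreener GDP mix added; fluorescence polarization (620/688 nm) read before and after 90 min at 30 °C.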
TrxR1 inh: inhibitors of rat thioredoxin reductase 1. recombinant rTrxR1, NADPH fluorescence consumption, selenite substrate. Potency, µM (titrated, usually from 114 µM), inactives show at the top dose activity change, negative = inhibition, most hits filed as inhibitors. actives 1% (n = 390,000). AID 588453; also: potency is read from the fitted curve at half-maximal effect; % is scaled to controls: 0 for no effect and ±100 for the full control effect; nearly all actives have a fitted effect of over 65% in size
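Rat TrxR1 (90 nM in the dispensed reagent) was pre-reduced with 400 uM NADPH for 5 min at room temperature, then incubated with compound for 15 min. After 400 uM selenite was added, NADPH fluorescence (Ex 340/Em 450 nm) was followed for 8 min.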
* = called active by the depositor; ? = inconclusive; / = no result given; [ ] = another dose, or the depositor's remark. Unless noted, calls follow the shape of the dose curve; as a rule, active = well fitted curve in the direction sought with a large enough effect; inconclusive = small, poorly fitted or top-dose-only effect, or another doubt; inactive = no such curve, though single readings can be large; an effect the other way counts as inactive or inconclusive. These rows are one share of the data (hit frequency here may not be typical).

SMILES	Vif-APOBEC3G blk	IDH1 R132H inh	GRP78 ERSR act	Vif-APOBEC3F blk	LDHA inh	USP1 inh	TrxR1 substrate	RGS4 inhibitor	TrxR1 inh
O=C(Oc1ccc2ccc(OC(=O)N3CCCCCC3)cc2c1)N1CCCCCC1	5%	7%	-2%	-8%	5	-12%	1%	-12%	9%
O=S(=O)(c1ccc2c(c1)CCCC2)N1CCNCC1	2%	27%	0%	-1%	-6	-6%	-1%	16%	4%
O=C(CSc1nnc(NC2CCCCC2)s1)Nc1ccc2c(c1)C(=O)c1ccccc1C2=O	-3%	3%	5%	-14%	1	-8%	-2%	8%	13%
CCOC(=O)N1CCN(C(=O)c2ccc([N+](=O)[O-])cc2Cl)CC1	0%	6%	-5%	-7%	0	-5%	7%[2.29 µM]	?	13%[57.1 µM]
O=C(c1cccc(Cl)c1)N1CCN(Cc2ccc3c(c2)OCO3)CC1	0%	2%	3%	-3%	-1	-6%	4%	26%	5%
N#CCSc1nnc(-c2cccnc2)n1-c1ccccc1	-1%	0%	-4%	5%	-5	-14%	-7%	24%[11.4 µM]	16%[57.1 µM]
CCCCCCCn1c(=O)c(C(=O)OC)c(N)c2ccccc21	-6%	5%	-9%	-3%	4	-26%	8%[57.1 µM]	6%	19%[57.1 µM]
O=C(N/N=C/c1cc2c(cc1[N+](=O)[O-])OCO2)c1ccc2c(c1)OCO2	-1%	1%	1%	2%	4	-8%	5%[57.1 µM]	-10%	1%[57.1 µM]
COc1ccc(CCNC(=O)c2c(O)c3cccc4c3n(c2=O)CC4)cc1	1%	0%	-5%	-4%	-5	-4%	3%	-1%	11%
C=CCS/C(N)=N\N=C\c1cc(Br)cc([N+](=O)[O-])c1O	-4%	-7%	-1%	-19%	1	-2%	-10%	-23%	-11%
CCCCCOC(=O)c1[nH]c2c(c1C)C(=O)C(C(=O)OC)C(C)C2 (stereo not drawn)	-4%	0%	5%	-4%	14	-10%	-5%[57.1 µM]	-38%[11.4 µM]	4%[57.1 µM]
O=C(CSc1ccccc1C(=O)O)NCc1ccccc1	-5%	7%	-4%	-3%	-2	-5%	-6%	-22%	-3%[57.1 µM]
COC(=O)c1c(NC(=O)c2ccc(C)cc2)csc1C	-4%	5%	6%	4%	-2	-18%	1%[57.1 µM]	3%	8%[57.1 µM]
CCS(=O)(=O)c1ccc(N)cc1	6%	7%	-4%	-2%	1	-7%	6%	3%	29%
CCC(C)(C)c1ccc(OC(=O)c2cccnc2Cl)cc1	-5%	-1%	7%	2%	8	-26%	6%[57.1 µM]	12%	8%[57.1 µM]
COc1ccccc1N1CCN(C(=O)Nc2cccc(Cl)c2)CC1	0%	-1%	2%	10%	-7	-5%	9%[57.1 µM]	13%	13%
O=C1C(CN2CCCC2)CCCC1CN1CCCC1 (stereo not drawn)	-1%	3%	-7%	-3%	-5	-18%	0%[57.1 µM]	-43%	?
CC1=C(C(=O)N2CCN(c3cc(C)ccc3C)CC2)C2(CCCCC2)OC1=O	0%	-3%	-6%	1%	-10	-23%	8%	-13%	13%
COCCNc1nnc(SCC(=O)Nc2cc(-c3ccccc3)nn2-c2ccccc2)s1	2%	-2%	1%	8%	0	-11%	-8%	-3%	-13%
O=S(=O)(Nc1ccccc1)c1ccc(F)cc1	1%	5%	-4%	-9%	1	-7%	-7%	-6%	5%
CCOc1ccc(C(CC(=O)O)NC(=O)COc2ccccc2OC)cc1OC (stereo not drawn)	0%	5%	-2%	4%	-4	?	8%[57.1 µM]	-21%	21%[57.1 µM]
CC(=O)n1c(Cl)c(NC(=O)CCl)c2ccccc21	?	4%	8%	-1%	-7	0%	6%[57.1 µM]	6%	?
COc1ccc(NCC(=O)Nc2cccc(S(=O)(=O)N3CCCC3)c2)cc1Cl	-1%	-9%	-3%	1%	-4	-18%	-2%	5%	9%
O=Cc1cn(-c2ccc(F)cc2)c2ccccc12	1%	3%	0%	6%	-1	-12%	1%	19%	0%
Cc1ccc(Sc2ccc(N3CCC(C(=O)Nc4ccc(C)c(F)c4)CC3)nn2)cc1	0%	0%	-1%	2%	-19	-25%	6%	23%	12%
COc1cc(OC)c2c(=O)cc(-c3ccccc3)oc2c1	2%	0%	2%	-1%	5	-25%	16%	-10%	-8%
C=CCn1c(C)nnc1SCC(=O)N1c2ccccc2NC(=O)C1(C)C	1%	-2%	3%	1%	-6	-16%	/	/	/
COc1cccc(Cn2cc(C(=O)NCCN(C)C)nn2)c1	-2%	-3%	-3%	-5%	4	-24%	7%	20%	36%
CCOc1ccc(N(C)S(=O)(=O)c2ccc3[nH]cc(C(=O)NCCCOC)c(=O)c3c2)cc1	1%	-6%	-2%	-7%	-3	-1%	-11%	18%	7%
CCOc1ccccc1/C=N/NC(=O)Cc1csc(Nc2cccc(C(F)(F)F)c2)n1	-8%	-2%	-4%	/	-3	-21%	-10%	22%	-14%
O=C(NC(=S)NC1CCC(O)CC1)c1ccco1 (stereo not drawn)	-4%	6%	1%	9%	-8	-13%	-6%	-1%	-11%
COCCCNC(=O)Cn1c(=O)n(CC(=O)NCCc2ccc(OC)c(OC)c2)c(=O)c2sccc21	-1%	3%	-3%	-7%	0	-17%	0%	-7%	13%
O=C(CCCN1C(=O)c2cccc3cccc(c23)C1=O)N1CCN(c2ccccc2O)CC1	-1%	6%	-5%	0%	1	-18%	-10%	-30%	-22%
COc1ccccc1C(=O)NC(=O)Nc1ccc(-n2nc(C(F)(F)F)cc2C(F)(F)F)cc1	2%	1%	-3%	2%	0	59%[activator]	-9%	11%	-5%
CCc1ccc(CNC(=O)Cn2nc(C)n3c(cc4cc(C)ccc43)c2=O)cc1	0%	28%	-3%	0%	-6	4%	6%	2%	23%
CC(C)N(C(=O)CSc1nnc(NC2CC2)s1)c1ccccc1	-7%	-14%	1%	-5%	0	-20%	2%	7%	20%
C#CCOC(=O)c1ccccc1C(=O)O	-1%	11%	-5%	0%	-4	0%	3%	-17%	10%
COc1cc(NC(=O)c2noc(C)c2[N+](=O)[O-])c(OC)cc1Cl	-12%	2%	-5%	-2%	-1	-9%	0%	6%	8%
COc1ccc(-c2nc3cc(NC(=O)Cc4ccc(Cl)cc4)ccc3o2)cc1OC	-15%	9%	0%	1%	4	?	21%	-37%	16%
CCCN(CCC)CC(O)CN1C(=O)NC(C)(C)C1=O (stereo not drawn)	0%	-4%	-2%	-2%	-2	-12%	8%	9%	17%

Of the compounds above, these have an NH in an aromatic ring.
SMILES	Vif-APOBEC3G blk	IDH1 R132H inh	GRP78 ERSR act	Vif-APOBEC3F blk	LDHA inh	USP1 inh	TrxR1 substrate	RGS4 inhibitor	TrxR1 inh
CCCCCOC(=O)c1[nH]c2c(c1C)C(=O)C(C(=O)OC)C(C)C2 (stereo not drawn)	-4%	0%	5%	-4%	14	-10%	-5%[57.1 µM]	-38%[11.4 µM]	4%[57.1 µM]
CCOc1ccc(N(C)S(=O)(=O)c2ccc3[nH]cc(C(=O)NCCCOC)c(=O)c3c2)cc1	1%	-6%	-2%	-7%	-3	-1%	-11%	18%	7%

Following part.
SMILES	Vif-APOBEC3G blk	IDH1 R132H inh	GRP78 ERSR act	Vif-APOBEC3F blk	LDHA inh	USP1 inh	TrxR1 substrate	RGS4 inhibitor	TrxR1 inh
CCN1CNC(=S)N(c2cc(C)ccc2C)C1	3%	0%	-3%	11%	-2	-6%	-2%[57.1 µM]	7%	-10%[57.1 µM]
COc1cc(C(=O)NCc2nnc(SCC(=O)NC3CCCCC3)o2)cc(OC)c1OC	0%	-2%	-6%	-2%	-3	-12%	2%	-17%	11%
COc1ccc(C(CNC(=O)c2ccc(C)c(S(=O)(=O)N3CCOCC3)c2)N2CCCC2)cc1 (stereo not drawn)	7%	5%	1%	4%	-1	-17%	4%	3%	12%
COc1ccccc1/C=N/NC(=O)CSc1cc(C)nc2ccccc12	?	29%	-3%	0%	-1	-24%	-2%	-6%	2%

Record cards (already shown). Values in the order: Vif-APOBEC3G blk, IDH1 R132H inh, GRP78 ERSR act, Vif-APOBEC3F blk, LDHA inh, USP1 inh, TrxR1 substrate, RGS4 inhibitor, TrxR1 inh
Results for `COc1ccccc1/C=N/NC(=O)CSc1cc(C)nc2ccccc12` : ?, 29%, -3%, 0%, -1, -24%, -2%, -6%, 2%
Results for `COc1cc(C(=O)NCc2nnc(SCC(=O)NC3CCCCC3)o2)cc(OC)c1OC` : 0%, -2%, -6%, -2%, -3, -12%, 2%, -17%, 11%

Screening data: PubChem BioAssay, National Center for Advancing Translational Sciences (NCATS)
